HepG2 viability – counter-screen for TGF-b inhibitors: cytotoxicity in HepG2 cells; HepG2 CAGA-GFP viability, ATP luminescence, 18 h; Potency, µM (series often up to 46.1 µM), without a hit: at the highest dose activity change, negative = cytotoxicity, actives largely listed as cytotoxic; 0.76% of 410,000 active; further: potency means the concentration at half of the fitted maximal effect; some results filed as inactive show a strong effect at the top dose
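CellTiter-Glo luminescence gave cytotoxicity after 18 hours at 37 degrees C. The cells were HepG2 CAGA-GFP in 1% FBS DMEM, stimulated with 500 pg/mL TGF-beta after compound addition. %Activity was normalised to no-cell wells (complete cell-killing) and DMSO (no toxicity), and curves were fitted and classified.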
MmCpn inh – inhibitors of Methanococcus maripaludis chaperonin (MmCpn). purified Mm-Cpn ATPase, ADP Transcreener TR-FRET. Potency, µM (series often up to 76.9 µM), without a hit: top-dose activity, negative = inhibition, usual class: inhibitors. 0.031% of 330,000 active; further: potency means the concentration at half of the fitted maximal effect; on the % scale 0 is the no-effect control and ±100 the full control effect; nearly all actives have a fitted effect of over 80% in size
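ATPase turnover read by TR-FRET ADP competition (Eu cryptate antibody/ADP-d2, 665/590 nm): 10uM ATP final, 25nM Mm-CPN final, 30 min 37degC after 10-min compound preincubation, pH 7.4 Tris/KCl/MgCl2/DTT buffer.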
TGFb SMAD3 inh – TGF-b pathway inhibition | HepG2 CAGA-GFP TGF-b/SMAD3 reporter, GFP fluorescence, 18 h; TGF-beta stimulated, 500 pg/mL final | Potency, µM (doses to about 46.1 µM), for the others: top-dose activity, negative = inhibition, actives largely listed as inhibitors | 1.2% of 410,000 active; further: potency means the concentration at half of the fitted maximal effect; on the % scale 0 is the no-effect control and ±100 the full control effect; nearly all actives have a fitted effect of over 65% in size
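Cell-based qHTS in HEPG2 carrying a CAGA-GFP Smad reporter; compounds added before 500 pg/mL final TGF-beta, 18 h incubation at 37 degrees C, GFP fluorescence quantified per cell by imaging cytometry.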
Abeta rescue – A-beta toxicity reversal in yeast; yeast expressing A-beta42, growth rescue, OD600, 48 h; response scale: 0% DMSO, 100% iron-clioquinol control; Potency, µM (titrated, usually from 46.1 µM), for inactives: at the top dose growth rescue, most hits filed as activators; AID 1347071; 0.063% of 410,000 active; further: potency means the concentration at half of the fitted maximal effect; nearly all actives have a fitted effect of over 55% in size
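Yeast growth medium received pinned compounds, then yeast cells expressing toxic A-beta were added; plates incubated at 30 C for 48 hr. Growth read as absorbance at 600 nm, normalized to DMSO and equimolar FeCl3 plus clioquinol controls.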
Nrf2 inh – blocks Nrf2 signaling | A549 ARE-Fluc reporter, luciferase luminescence, 18-24 h | Potency, µM (doses to about 46 µM), inactives show top-dose activity change, negative = inhibition, actives largely listed as inhibitors | 2.1% of 360,000 active | AID 504444; further: potency means the concentration at half of the fitted maximal effect; on the % scale 0 is the no-effect control and ±100 the full control effect; nearly all actives have a fitted effect of over 60% in size
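Reporter: ARE-Fluc in A549. Exposure: 18-24 h, 37 °C, 5% CO2, 5% FBS OPTI-MEM. Readouts: fluorescent cytotoxicity (CellTiter-Fluor), then luminescent Nrf2 signal after BugLite.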
A549 tox – counter-screen for Nrf2 inhibitors: cytotoxicity in A549 cells; A549 ARE-Fluc cells, CellTiter-Fluor viability, 18-24 h; Potency, µM (titrated, usually from 46 µM), for inactives: at the top dose activity change, negative = cytotoxicity, usual class: inhibitors; 0.16% of 390,000 active; AID 504648; further: potency means the concentration at half of the fitted maximal effect; on the % scale 0 is the no-effect control and ±100 the full control effect
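Cytotoxicity counterscreen: CellTiter-Fluor fluorescence was measured in A549 ARE_Fluc cells after 18-24 h of compound exposure in a concentration series. The subsequent BugLite luminescent read reports ARE-luciferase activity.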
Nrf2 activator – activates Nrf2 signaling; AREc32 ARE-luciferase reporter (MCF7-derived line), luminescence, 24 h; 0.31% of 410,000 active; Potency, µM (highest dose often 46.1 µM), without a hit: at the top dose activation, hits mostly activators; AID 624171; further: potency means the concentration at half of the fitted maximal effect; % of control where 0% means no effect; nearly all actives have a fitted effect of over 65% in size
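For detection, Steady-Glo was added and plates sat 30 min at RT; before that, AREc32_Fluc cells grown overnight in OPTI-MEM/5% FBS had been treated with 23 nL compound for 24 hr at 37 deg C.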
CCT modulator – changes cytosolic chaperonin activity | purified chaperonin ATPase assay, HTRF ADP detection, 30 min | 0.3% of 360,000 active | AID 651819 | activity change, % (no concentration beside the values), hits read low; in the data active means activity change below about -30%; further: on the % scale 0 is the no-effect control and ±100 the full control effect
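TRiC (40 or 20 nM final, by batch activity) in 30 mM Tris pH 7.4, 100 mM KCl, 5 mM MgCl2, 1 mM DTT was treated with compound at 76 uM single dose, then 10 uM ATP, 30 min at 37 °C. ADP was read by HTRF Transcreener.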
pAkt inh – Akt phosphorylation inhibition; Neuro2A IGF-stimulated pAkt S473 HTRF, 20 min; hits give low values; activity change, % for hits at 50 µM; 0.32% of 360,000 active; AID 651550; in the data active means activity change below about -80%; inconclusive means mostly about -51% to -80%; further: on the % scale 0 is the no-effect control and ±100 the full control effect
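Neuro2A cells (4,500/well, DMEM with 0.5% FBS) were treated with compound at a single 50 µM final concentration, stimulated with 6 nM IGF for 20 min at 37 °C, and lysed. Phospho-Akt Ser473 was read by HTRF as 665/615 ratio ×10^4.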
An asterisk follows results filed as active; i = inactive; ? = inconclusive; / = no result given; [ ] = remark or other dose. Unless noted, the call rests on the fitted dose curve; in most records, active means well fitted curve in the direction sought with a large enough effect; inconclusive means small, poorly fitted or top-dose-only effect, or another doubt; inactive means no such curve, though single readings can be large; an effect the other way counts as inactive or inconclusive.

Sample of the layout, 4 compounds:
Values in the order: HepG2 viability, MmCpn inh, TGFb SMAD3 inh, Abeta rescue, Nrf2 inh, A549 tox, Nrf2 activator, CCT modulator, pAkt inh
> COc1ccc(OC)c(S(=O)(=O)Nc2ccccc2C(F)(F)F)c1
  8.9%, -3.2%, 7.2%, 2.5%, 4.3%, -11.1%, -0.6%, -1.1, i
> COc1ccccc1N1CN(Cc2ccccc2)CNC1=S
  -8.0%, -4.2%, 5.2%, 3.1%, -3.0%, -0.8%, 0.2%, -3.7, i
> CCN(CC(=O)Nc1ccccc1C(F)(F)F)CC(=O)NC1CC1
  5.4%, -0.5%, 0.2%, 3.5%, 18.2%, 0.5%, -0.7%, 0.1, i
> COc1ccc(NC(=O)c2ccc(=O)[nH]c2)cc1S(=O)(=O)N1CCOCC1
  -3.3%, 0.2%, 0.0%, 13.8%, 4.7%, -2.1%, -0.4%, -7.2, i

The listing, previewed entries included:
Values in the order: HepG2 viability, MmCpn inh, TGFb SMAD3 inh, Abeta rescue, Nrf2 inh, A549 tox, Nrf2 activator, CCT modulator, pAkt inh
> COc1ccc(OC)c(S(=O)(=O)Nc2ccccc2C(F)(F)F)c1
  8.9%, -3.2%, 7.2%, 2.5%, 4.3%, -11.1%, -0.6%, -1.1, i
> COc1ccccc1N1CN(Cc2ccccc2)CNC1=S
  -8.0%, -4.2%, 5.2%, 3.1%, -3.0%, -0.8%, 0.2%, -3.7, i
> CCN(CC(=O)Nc1ccccc1C(F)(F)F)CC(=O)NC1CC1
  5.4%, -0.5%, 0.2%, 3.5%, 18.2%, 0.5%, -0.7%, 0.1, i
> COc1ccc(NC(=O)c2ccc(=O)[nH]c2)cc1S(=O)(=O)N1CCOCC1
  -3.3%, 0.2%, 0.0%, 13.8%, 4.7%, -2.1%, -0.4%, -7.2, i
> Cc1nnsc1NC(=O)OCc1ccccc1Cl
  -27.5%, 0.2%, ?, -15.5%, ?, 7.5%, 3.8%, 2.2, i
> CCN(CC)CCOC(=O)C1(c2ccc([N+](=O)[O-])cc2)CCCC1
  -5.1%, 0.2%, 37.8%, -5.4%, 11.6%, -1.1%, -0.7%, -2.3, i
> C=C1CC(Cn2cc(Br)c(=O)[nH]c2=O)(c2ccc(-c3ccccc3)cc2)OC1=O (stereo unspecified)
  7.08µM*, /, 4.47µM*, 7.1%, ?, ?, ?, -1.6, i
> Cc1ccccc1NC(=O)CSC1=Nc2ccccc2C2=NC(Cc3ccccc3)C(=O)N12 (stereo unspecified)
  -8.1%, /, 9.0%, -8.7%, /, 0.4%, 0.2%, /, /
> CCOC(=O)c1cc(C(C)=O)c(=O)[nH]c1C
  8.4%, 2.7%, 6.5%, 7.7%, -1.5%, -1.7%, -1.5%, 0.7, i
> Cc1ccc(N(Cc2cc3ccc(C)cc3[nH]c2=O)C(=O)c2cccs2)cc1
  0.5%, 2.8%, -0.1%, 8.7%, 17.9%, 6.8%, -0.2%, 2.3, i
> Cc1ccccc1N(CC(=O)N1CCc2ccccc2C1)S(C)(=O)=O
  -16.3%, -1.0%, -12.6%, 3.8%, -16.0%, ?, -0.5%, -1.7, i
> CC(C)C(=O)N1CCN(c2ccc(NC(=O)c3ccc(Br)o3)cc2)CC1
  0.8%, 1.0%, -9.9%, 4.8%, -12.1%, 0.0%, -0.4%, -4.0, i
> CC(=O)Oc1ccc(-c2cccc(C(=O)OCC(=O)N(C)c3ccccc3)c2)cc1
  -28.8%, -0.9%, -20.7%, -8.2%, -3.4%, 4.1%, 3.9%, -1.6, i
> Cc1ccc(-n2c(Cc3cccn3C)nnc2SCC(=O)Nc2ccc3c(c2)OCO3)cc1
  -2.6%, -3.5%, 0.6%, 16.9%, -27.3%, -14.3%, 0.3%, 0.9, i
> CCOC(=O)c1c(N)nn(C(=O)C(C)C)c1-c1ccccc1
  -39.7%, 0.7%, -18.9%, -15.0%, -2.7%, -0.6%, -0.1%, -0.9, i
> COc1ccc(C(=O)NC2CC2)cc1OC1CCN(Cc2cnn(C)c2C)CC1
  1.8%, -9.9%, -4.1%, 2.2%, -3.9%, -3.7%, -1.0%, -2.8, i
> Cc1ccc(C)c(CN2C(=O)c3ccccc3S(=O)c3ccc(C(=O)NCc4ccccc4)cc32)c1 (stereo unspecified)
  2.0%, /, 8.4%, -9.1%, -5.7%, -13.2%, 0.3%, /, /
> CC(Cl)=CCn1c(NCCc2ccccc2)nc2c1c(=O)n(C)c(=O)n2C
  -29.4%, /, -17.1%, -4.6%, /, /, -0.1%, 1.7, i
> COc1ccc(-c2cc(NC=O)c3ncc(-c4cnn(C)c4)n3c2)cc1
  -18.6%, /, ?, -7.2%, /, /, 16.5%, -0.8, i
> Cc1cc(C)c(C#N)c(SCc2ccccc2F)n1
  -4.8%, -1.2%, 5.3%, -3.0%, -17.4%, 10.7%, 3.0%, -0.7, i
> O=C(c1cccc(Cl)c1)N1CCN(CCc2ccccn2)CC1
  -13.0%, /, -8.5%, -9.5%, -4.9%, -1.9%, -1.1%, /, /
> O=C(c1ccccc1Oc1ccc([N+](=O)[O-])cc1)N1CCOCC1
  -8.5%, 0.5%, -11.7%, -0.2%, -3.0%, 0.4%, 1.9%, 1.0, i
> CC(C)(C)c1ccc(S(=O)(=O)NC(=O)C2(C)CCN2C(=O)C2CC2)cc1 (stereo unspecified)
  -0.3%, /, -0.3%, -1.3%, /, /, 0.5%, -0.2, i
> O=C(Oc1ccccc1N1C(=O)C2CC=CCC2C1=O)c1ccc(Br)cc1 (stereo unspecified)
  -6.5%, 0.8%, -3.4%, 15.4%, ?, -1.1%, 10.6%, 0.0, i
> Cc1ccc(/C=C/S(=O)(=O)NCC(=O)OCC(=O)Nc2c(F)cccc2F)cc1
  -21.9%, 1.2%, 19.9%, -13.5%, -6.4%, -4.5%, 15.5%, 0.7, i
> O=C(NCc1nc2ccccc2[nH]1)C1=C[C@H](C2CC2)C[C@H](OCCCCO)O1
  11.7%, /, 11.9%, -1.8%, -5.8%, -1.6%, 2.1%, -3.1, i
> COc1ccc2[nH]c3c(=O)n(Cc4ccc(C(=O)N5CCCC5)cc4)c(=S)[nH]c3c2c1
  6.3%, -0.1%, 15.6%, -9.6%, 0.0%, -3.9%, 0.0%, 0.6, i
> O=c1[nH]c(N/N=C/c2ccccc2Br)nnc1-c1ccccc1
  -40.6%, -0.2%, -20.0%, 1.3%, ?, -2.9%, 2.1%[9.22 µM], -1.1, i
> COC(=O)c1ccc2nc(-c3ccc(C)cc3)c(Cc3cccc(F)c3)n2c1
  /, /, /, 2.1%, /, /, -0.3%, 0.2, i
> NS(=O)(=O)c1ccc(CCNC(=O)CCS(=O)(=O)c2ccc(Br)cc2)cc1
  2.2%, -0.3%, -2.4%, -2.5%, 1.0%, 0.7%, 0.4%, 13.6, i
> COc1ccccc1-c1csc(C(O)c2ccccc2)n1 (stereo unspecified)
  -35.6%, /, 17.3%, 28.0%, /, /, 0.1%[9.22 µM], -1.3, i
> CS(=O)Cc1cc(Oc2ccccc2)nc(-c2ccncc2)n1 (stereo unspecified)
  1.4%, 1.3%, 29.7%, -5.8%, -7.3%, 7.5%, -0.2%, -2.2, i
> CCN(C(=O)COC(=O)c1cnc(C)cn1)c1c(N)n(Cc2ccccc2)c(=O)[nH]c1=O
  -1.8%, 0.6%, -0.5%, 5.2%, -13.3%, -1.1%, -0.4%, 1.6, i
> COc1ccc(N(CC(=O)Nc2ccc3c(c2)OCCO3)S(=O)(=O)c2cccc(C)c2)cc1
  -13.4%, -1.0%, -27.7%, 20.1%, -21.8%, -7.8%, 0.5%, 1.4, i
> Cc1nc(C(=O)NC2CCOCC2)sc1C1(C)CC(c2cccc([N+](=O)[O-])c2)=NO1 (stereo unspecified)
  -12.5%, 1.7%, -32.5%, 7.1%, -14.3%, 0.9%, 2.5%, -1.3, i
> CCOC(=O)c1ccc(NC(=O)c2nc[nH]c2C(=O)N2CCN(c3ccccc3)CC2)cc1
  1.1%, -0.3%, 9.2%, 5.5%, ?, -3.8%, -0.1%, -7.2, i
> CCCCCCCCNC(=O)c1cccnc1SCC(=O)Nc1ccc(OC)cc1OC
  13.9%, -1.2%, 2.2%, 7.2%, ?, -7.8%, -0.9%, -0.9, i
> Cc1ccc(C(=O)CN(C(=O)c2ccc(Cl)c(Cl)c2)N2C(=O)C3C4C=CC(C4)C3C2=O)cc1 (stereo unspecified)
  -0.7%, 3.6%, -10.2%, ?, ?, -21.0%, -0.2%, -1.2, i
> CCCCCc1n[nH]c2c1CCCC2
  -24.2%, -0.4%, ?, ?, 13.3%, 0.0%, 5.1%, -0.4, i
> O=S(=O)(Cc1ccccc1)CS(=O)(=O)Cc1ccccc1
  12.3%, /, -1.9%, 5.2%, 0.0%, 13.5%, 4.0%, -1.6, i

Nothing new here: 2 of the compounds above.
Values in the order: HepG2 viability, MmCpn inh, TGFb SMAD3 inh, Abeta rescue, Nrf2 inh, A549 tox, Nrf2 activator, CCT modulator, pAkt inh
> COc1ccc(OC)c(S(=O)(=O)Nc2ccccc2C(F)(F)F)c1
  8.9%, -3.2%, 7.2%, 2.5%, 4.3%, -11.1%, -0.6%, -1.1, i
> COc1ccccc1N1CN(Cc2ccccc2)CNC1=S
  -8.0%, -4.2%, 5.2%, 3.1%, -3.0%, -0.8%, 0.2%, -3.7, i

Source: PubChem
